Cav32 inh: blocks human Cav3.2 T-type calcium channel; Cav3.2-expressing cells, Fluo-4 calcium fluorescence FDSS; hits give low values; B-score at 10 µM; hit rate 4% among 100,000; AID 449739;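 active = single-dose well whose peak fluorescence ratio is a statistical outlier from its plate by either plate-standardised score or position-corrected B-score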
* marks the source's active call; other numbers are inactive results.

A first look (2 entries):
| structure | Cav32 inh |
| --- | --- |
| Cc1ccc(Cn2nnc3c(=O)[nH]c(C4CCCN(S(=O)(=O)c5ccccc5)C4)nc32)cc1 (stereo unspecified) | 0.019 |
| Cc1ccc(CN2CCN(/N=C/c3cc([N+](=O)[O-])ccc3Cl)CC2)cc1 | -0.12 |

The listing (from the top)
| structure | Cav32 inh |
| --- | --- |
| Cc1ccc(Cn2nnc3c(=O)[nH]c(C4CCCN(S(=O)(=O)c5ccccc5)C4)nc32)cc1 (stereo unspecified) | 0.019 |
| Cc1ccc(CN2CCN(/N=C/c3cc([N+](=O)[O-])ccc3Cl)CC2)cc1 | -0.12 |
| CC(CN1CCCCC1)OC(=O)Cc1ccc(Cl)cc1 (stereo unspecified) | 0.76 |
| Cc1csc(=NC(=O)c2ccccc2)n1CCO | 0.23 |
| COc1cc(NC(=S)NC(=O)c2cc(C)cc(C)c2)ccc1NC(=O)c1cccs1 | -0.56 |
| Cc1nn(C)c(Oc2ccc(Cl)cc2)c1C(=O)Nc1ccc(F)cc1F | -1.7 |
| Cc1noc(C)c1C(=O)Nc1ccc(F)c(F)c1 | 0.68 |
| CCCCN(CCCNC(=O)C1CCN(S(=O)(=O)N2CCOCC2)CC1)Cc1ccccc1 | 0.38 |
| CCOc1c2ccc(C(=O)N[C@H](C)C3CCCCC3)cc2nn1CCOC | 1 |
| CCOc1ccc(N(CC(=O)O)S(=O)(=O)c2ccc(F)cc2)cc1 | 0.44 |
| COc1ccc(CSc2nnnn2C)cc1F | 0.088 |
| O=C(O)Cc1cc(I)c(Oc2ccc(O)c(I)c2)c(I)c1 | -2.5 |
| COCCCNS(=O)(=O)c1ccc(Oc2ncc(C(F)(F)F)cc2Cl)cc1 | -2.4 |
| Cc1nc2ccc(S(=O)(=O)Nc3cccc(-c4nc5cccnc5s4)c3)cc2s1 | -1.8 |
| CCOCC(=O)Nc1ccc(F)c(F)c1 | 0.002 |

An excerpt from above in order of heavy-atom count, falling:
| structure | Cav32 inh |
| --- | --- |
| CCCCN(CCCNC(=O)C1CCN(S(=O)(=O)N2CCOCC2)CC1)Cc1ccccc1 | 0.38 |
| CC(CN1CCCCC1)OC(=O)Cc1ccc(Cl)cc1 (stereo unspecified) | 0.76 |
| Cc1csc(=NC(=O)c2ccccc2)n1CCO | 0.23 |

Next results:
| structure | Cav32 inh |
| --- | --- |
| Cc1ccc(C)c(N2C(=O)CN=C2Nc2ccccc2Cl)c1 | 2 |
| COc1ccc(/C=N\NS(=O)(=O)c2ccc(C)cc2)cc1COc1ccccc1[N+](=O)[O-] | -1 |
| O=C1CCCC2=C1C(O)(C(F)(F)F)C(=O)N2Cc1ccccc1 (stereo unspecified) | 0.045 |
| CCN(CC)c1cc2nc(C)n(Cc3ccccc3)c(=O)c2cc1NC(=O)C1CC1 | -2 |
| CN(C(=O)c1cccc(C#N)c1)c1nnc(-c2cnccn2)s1 | 0.27 |
| Cc1n[nH]c(C)c1S(=O)(=O)N1CCN(C2CCCCC2)CC1 | -0.23 |
| Cc1ccc(OCCCn2cc(C#N)c3ccccc32)cc1 | 0.038 |
| Cc1occc1-c1nnc(SCC(=O)N2CCc3ccccc32)o1 | 0.14 |
| COc1cccc2c(=O)cc(C)n(CC(=O)Nc3ccccc3C)c12 | 0.59 |
| CC(CNS(=O)(=O)c1cc(Cl)ccc1Cl)CN(C)C (stereo unspecified) | 0.1 |
| COCCn1nnnc1SCC(=O)c1ccc(F)cc1 | 0.83 |
| O=C(CSc1nc2ccccc2c(=O)n1-c1ccc(F)cc1)NCc1ccco1 | -0.97 |
| Cc1ccccc1Cn1nc(C)c(NC(=O)c2nc3n(n2)C(C(F)F)CC(C)N3)c1C (stereo unspecified) | -0.014 |
| CN=C(Nc1ccc2c(c1)OCO2)SC1CC(=O)N(c2ccccc2)C1=O (stereo unspecified) | -3.6 |
| COc1ccc(S(=O)(=O)N2CCCC(C(=O)Nc3cccnc3)C2)cc1Cl (stereo unspecified) | -0.13 |

A different layout for 2 compounds above:
mol: COCCCNS(=O)(=O)c1ccc(Oc2ncc(C(F)(F)F)cc2Cl)cc1
- Cav32 inh = -2.4

mol: Cc1nc2ccc(S(=O)(=O)Nc3cccc(-c4nc5cccnc5s4)c3)cc2s1
- Cav32 inh = -1.8

Carrying on.
| structure | Cav32 inh |
| --- | --- |
| CCOC(=O)C1=C(C)NC(=O)NC1c1ccc(OC)c(Cl)c1 (stereo unspecified) | -0.085 |
| COc1ccc(C(=O)/C=C/N(C)C)cc1OC | 0.19 |
| CC(C)c1ccc(C2C3CSCC=C3C(C#N)=C(N)C2(C#N)C#N)cc1 (stereo unspecified) | -2.3 |
| COc1cccc(-n2c(=O)[nH]cc(C(=O)Nc3ccc(NC(C)=O)cc3)c2=O)c1 | -0.0086 |
| CCOC(=O)Nc1sc(C(=O)N(CC)CC)c(C)c1C(=O)OCC | 0.74 |
| Cc1ccc2c(c1)nnn2C1CCN(S(=O)(=O)c2cccc(S(=O)(=O)N(C)C)c2)CC1 | 1.4 |
| Cc1ccc(OCC(=O)Nc2oc(-c3ccccc3)c(-c3ccccc3)c2C#N)cc1 | -7.5* |
| COc1ccc(C2Nc3ccccc3C(=O)N2c2ccc(C)cc2)cc1Cn1nc(C)c([N+](=O)[O-])c1C (stereo unspecified) | -0.052 |
| Cc1ccc(-c2cc(C(=O)Nc3ccccc3C)c3ccccc3n2)o1 | 0.2 |
| COc1ccccc1CC(NC(C)=O)C(=O)N1CCN(C(=O)c2cccs2)CC1 (stereo unspecified) | -0.012 |
| CC(C)C(=O)Nc1cccc(-c2nc3ccccc3c(=O)o2)c1 | 1.2 |
| CC(=O)N1CSCC1C(=O)N1CCN(c2ccc(N3CCOCC3)nn2)CC1 (stereo unspecified) | -1.4 |
| Cc1cc(O)c(C(C)C)cc1NC(=O)c1cccc(Cl)c1 | -2.3 |
| CSCCC(NC(N)=O)C(=O)NCc1ccccc1Cl (stereo unspecified) | -0.008 |
| CCOC(=O)C1(C)NC(c2ccco2)C2C(=O)N(c3ccc(C)cc3)C(=O)C21 (stereo unspecified) | 0.22 |
| CCN1CCCC1CNC(=O)Cn1cc2c(n1)CCC(C)C2 (stereo unspecified) | 0.71 |
| O=C(O)c1ccc2nc(CO)[nH]c2c1 | -1 |
| O=C(NCCSc1c[nH]c2ccccc12)c1ccco1 | -0.041 |
| N/C(=N\OC(=O)c1ccco1)c1cccc(Br)c1 | -0.18 |
| O=C(c1cc2n(n1)C(C(F)(F)F)CC(c1ccco1)N2)N1CCc2ccccc2C1 (stereo unspecified) | -3.7* |
| COC(=O)Cc1cc(=O)n2[nH]c(C(F)(F)F)nc2n1 | 0.41 |
| Cc1ccc(Nc2cc(-n3nc(C)cc3C)ncn2)cc1 | -2.2 |
| Cc1ccc(-c2[nH]c(-c3ccccc3)nc2SCC(=O)NCC2CCCO2)cc1 (stereo unspecified) | 0.063 |
| O=C(/C=C/c1cccc(Cl)c1)NCc1cccs1 | -3.6 |
| CN1c2ccccc2-c2nc3ccccc3n2C1c1ccco1 (stereo unspecified) | -2.8 |
| CCCCC1CCC(C(=O)Nc2ccccc2)CC1 (stereo unspecified) | -0.73 |
| CCc1ccc(N2C(=O)c3sc4nnc(-c5ccccc5)c(=O)n4c3C2=O)cc1 | 0.01 |
| CC1CCN(S(=O)(=O)c2ccc(S(=O)(=O)NCC(=O)C(C)(C)C)cc2)CC1 | -1 |
| O=c1[nH]c2cc3c(cc2cc1CN(CCO)S(=O)(=O)c1ccccc1Cl)OCCO3 | 1.4 |
| Cc1cc(NC(=O)CN2C(=O)CC(c3ccco3)Sc3ccccc32)no1 (stereo unspecified) | -0.062 |
| C(=N\C(/N=C/c1ccco1)c1ccco1)/c1ccco1 | -0.78 |
| CCc1nnc(NC(=O)C2CC(=O)N(CCc3ccccc3)C2)s1 (stereo unspecified) | 0.25 |
| COc1ccc(N(CC(=O)NC2CCCCC2)C(=O)CCCC(=O)Nc2ccccn2)c(OC)c1 | -0.37 |
| Cc1ccccc1NC(=S)N1CCC(C(=O)c2ccc(F)cc2)CC1 | 0.7 |
| O=[N+]([O-])c1ccc2c(c1)oc1ccccc12 | 1.1 |
| CCn1c(=N)n(CC(=O)OC)c2ccccc21 | 0.54 |
| Cc1cc(=O)oc2cc(OCC(=O)N3CC(C)OC(C)C3)ccc12 (stereo unspecified) | 0.83 |
| CCCCC(=O)NC(=S)NNC(=O)CC#N | -0.059 |
| c1ccc(COc2cccc(CNn3cnnc3)c2)cc1 | 0.17 |
| CCOc1ccc(C2C(C(=O)c3ccco3)=C(O)C(=O)N2CCCn2ccnc2)cc1 (stereo unspecified) | 0.13 |
| COc1ccc(OC)c(S(=O)(=O)Nc2ccc(C(N)=O)cc2)c1 | 0.76 |
| O=C(CSc1ncnc2c(-c3ccc(Cl)cc3)nsc12)c1ccccc1 | -0.88 |
| O=C(COC(=O)c1ccccc1Nc1ccc(SC(F)F)cc1)NCc1ccco1 | 0.5 |
| CSCCOC(=O)C1=C(C)Nc2ccc(C)cc2S1 | -0.97 |
| COC(=O)CSC1=C(C#N)C(c2ccc3c(c2)OCO3)C2=C(CCCC2=O)N1 (stereo unspecified) | 2.7 |
| Cc1oc(-c2cccc(Cl)c2)nc1CN1CCC(C(=O)NCc2cccnc2)CC1 | 1.1 |
| CCCCn1nc2cc(C(=O)NCCCCc3ccccc3)ccc2c1OCC | -1 |
| CC(=O)c1cccc(NC(=O)CCC2CCCC2)c1 | 0.1 |
| FC(F)(F)c1cc(-c2ccc3c(c2)OCO3)nc(NCc2ccco2)n1 | -1.7 |
| Cc1ccc(C2(c3ccc(C)cc3)CC2C(=O)Nc2ccc([N+](=O)[O-])cc2O)cc1 (stereo unspecified) | -1.9 |
| CC(=O)Oc1oc(-c2ccccc2)nc1C=Nc1ccccc1 | -1.8 |
| C=CCn1c(-c2ccc(OC)cc2)nc2ccccc21 | -0.84 |
| CN(C(=O)CSc1nnc2ccccn12)C1CCS(=O)(=O)C1 (stereo unspecified) | -0.041 |
| N#Cc1ccccc1S(=O)(=O)N1CCN(c2ccc(S(=O)(=O)N3CCOCC3)cn2)CC1 | 0.25 |
| CCCc1cc(N2CCN(C(=O)c3ccco3)CC2)n2c(nc3ccccc32)c1C#N | 0.51 |
| CCc1c(C)[nH]c2c(C)cccc2c1=O | 0.69 |
| O=C(NC1CCCCC1)C(c1cccs1)N(C(=O)c1ccco1)c1ccc2c(c1)OCCO2 (stereo unspecified) | -1.6 |
| O=C1C(C2=NC(C(=O)O)C3C(=O)N(c4ccccc4)C(=O)C23)=C(O)c2ccccc21 (stereo unspecified) | -0.68 |
| CCCOC(=O)c1c(NC(=O)/C=C/c2cnn(C)c2C)sc(C(=O)OCC)c1C | -0.35 |
| CCC(=O)Nc1nnc(SCc2ccc(F)cc2)s1 | 0.057 |

Following part:
| structure | Cav32 inh |
| --- | --- |
| CCOC(=O)c1c(C)[nH]c(C)c1C(=O)CSc1nnc(-c2ccc(OC(F)F)cc2)o1 | 0.076 |
| O=C1CC(c2ccc3c(c2)OCO3)C2=C(CCCC2=O)N1 (stereo unspecified) | 0.67 |
| COc1cc(C(=O)Nc2cccc3ncccc23)cc(OC)c1OC | 0.0098 |
| O=C(Nc1ccccc1O)c1ccccc1O | -0.85 |
| Cc1ccc(NCc2nnc(SCC(=O)Nc3ccccc3)n2CC2CCCO2)c(C)c1 (stereo unspecified) | -4.5* |
| Cc1cc(NC(=O)c2cccc(F)c2)ncc1NC(=O)c1ccco1 | -0.18 |
| COC(=O)C1=C(C(=O)OC)[C@@H]2N(C)c3ccccc3[C@@]23C[C@@H](C(=O)OC)N(C(=O)COCc2ccccc2)C3=N1 | 0.042 |
| Nn1c(Cc2cccc3ccccc23)nnc1SCC(=O)N1CC(=O)Nc2ccccc21 | 0.038 |
| CN(C)CCNc1ncnc2c1cnn2-c1ccc(Cl)cc1 | 0.24 |
| CCn1c(SCC(=O)Nc2ccc(NC(C)=O)cc2)nnc1C1CC1 | -0.045 |
| COc1ccccc1NC(=O)C(=O)Nc1ccccn1 | -0.72 |
| CCC(C)c1ccc(NC(=O)C2CCCN(c3ncccn3)C2)cc1 (stereo unspecified) | -3 |
| Cc1ccccc1Nc1nc(-c2sc(NC(=O)c3cccc(Cl)c3)nc2C)cs1 | 1.2 |
| CN(C)CCn1c(NC(=O)c2ccc(Cl)cc2)nc2ccccc21 | 0.66 |
| c1ccc(OCCCc2nc(-c3cccnc3)no2)cc1 | 1.3 |
| CCOC(=O)c1cc2oc(C(c3nnnn3C3CCCCC3)N3CCOCC3)cc2[nH]1 (stereo unspecified) | -3.5* |
| CCn1c(=O)c2cc(S(=O)(=O)NC3CCCCC3)ccc2n(CC)c1=O | 0.52 |
| Cc1ccc(S(=O)(=O)n2nc(OC(=O)C(C)(C)C)cc2N)cc1 | -0.0099 |
| COc1cc(C(=O)Nc2oc(-c3ccccc3)c(-c3ccccc3)c2C#N)cc(OC)c1OC | -2.2 |
| CCOC(=O)CCSc1nc(C)c2ccccc2n1 | -0.082 |
| Cc1c[nH]c2cccc(OCC(O)CNC(C)(C)C)c12 (stereo unspecified) | -1.9 |
| CCC(C)(C)n1nnnc1C(c1cc2ccc(OC)cc2[nH]c1=O)N1CCc2ccccc2C1 (stereo unspecified) | -3.7 |
| O=C(NCc1ccco1)C1(S(=O)(=O)c2ccc(Cl)cc2)CC1 | 0.78 |
| Cc1cccc(CSc2nnnn2-c2ccccc2)c1 | -2.5 |
| Nc1nc(-c2cccnc2)nc(N2CCCCC2)n1 | -0.99 |
| COc1cc2c(cc1OC)CN(C(=O)CCCOc1ccc(Cl)cc1Cl)CC2 | -2.9 |
| O=C(CNc1cccc(Cl)c1)c1ccc(Cl)cc1 | 0.15 |
| CCCS(=O)(=O)N1CCC(C(=O)NCCc2ccc(C)cc2)CC1 | 0.4 |
| CS(=O)(=O)N(CC(=O)N/N=C/c1cccc2c1OCCO2)c1ccccc1Br | -2.1 |
| O=C(Cn1cc2c(n1)CCCC2)NC1CCN(Cc2ccccc2)CC1 | 0.33 |
| COc1ccc(Br)cc1S(=O)(=O)N1CCN=C1C | -0.031 |
| [N-]=[N+]=CC(=O)c1ccnc(C(=O)C=[N+]=[N-])c1 | -0.91 |
| CCOc1ccccc1NC(=O)c1cnc2n(c1=O)CCS2 | 1.2 |
| CCOC(=O)c1c(NC(=O)Cn2nnc(-c3ccc(Cl)cc3)n2)sc(CC)c1C | -1 |
| CCOC(=O)CSc1nnc2cc(C)c3ccccc3n12 | -0.005 |
| COc1ccccc1NC(=O)Cn1c(=O)sc2ccccc21 | -0.026 |
| CCN(CC)c1ccc(C=Nc2ccc(C)cc2)c(O)c1 | -2.2 |
| O=C(c1ccc(-n2cnnn2)cc1)N1CCCCC1 | 0.11 |

Only part of the results is shown, so the mix of outcomes need not match the whole.
